Screening results deposited in PubChem by MTDP.
RNase H inhibition – RNase H inhibition, HIV 1 Gag Pol polyprotein, FRET biochemical assay, screening (AID 372); inhibition, % at 10 µM; hits with a dose series show IC50 in µM; HIV-1 RT RNase H, FRET RNA/DNA substrate fluorescence; higher % means a stronger effect; 100,000 tested, 0.77% active; in the data active means inhibition above about 50%
Numbers without * were called inactive. An excerpt; the hit share may differ from the screen's.

Structure,RNase H inhibition
COc1ccc(C=Nc2ccc(Cl)cc2Cl)cc1,5.0%
O=C(Nc1cccc(F)c1)/C(=C\c1ccco1)NC(=O)c1cccs1,12.0%
O=C1c2ccc(Oc3cccc([N+](=O)[O-])c3)cc2C(=O)N1c1ccc(-c2nc3ccccc3[nH]2)cc1,5.0%
Cc1cccc(C)c1NC(=O)COc1ccc(Br)cc1,15.0%
COc1ccc(/C=C/C=C/C=C/C(C)=O)cc1,9.0%
CN(C)CCCNC(=O)c1ccccc1Cl,0.0%
CC1CCN(C(=O)c2ccc(Cl)cc2Cl)CC1,0.0%
COc1ccc(OC)c(NC(=O)C2C3C4CCC(C4)C23)c1 (stereo not drawn),0.0%
COc1ccc(CCNC(=O)COc2ccccc2OC)cc1,2.0%
COc1ccc(C(=O)N2CCN(C3CC4CCC3C4)CC2)cc1 (stereo not drawn),3.0%
COc1ccc(NC(=O)/C=C/c2ccc(-c3ccccc3[N+](=O)[O-])o2)cc1,21.0%
O=C(Nc1ccc(N2C(=O)c3ccccc3C2=O)cc1Cl)c1ccco1,12.0%
Cc1ccc(/C=N\NC(=O)c2cccc(Br)c2)s1,1.0%
CCc1nn2c(N)c(C=C3C=CC(=O)C=C3)c(=O)nc2s1,2.0%
O=C(NCCCc1ccccc1)c1cc([N+](=O)[O-])ccc1Cl,9.0%
CCOc1ccccc1OCCOc1ccc(C)cc1C(C)(C)C,17.0%
COc1cc([N+](=O)[O-])ccc1N/C=C(\C#N)c1nc(-c2ccccc2)cs1,1.0%
Cc1cc(/C=C2\SC(=O)NC2=O)c(C)n1-c1ccc(-c2ccccc2)cc1,16.0%
COc1ccc(OC)c(/C=C/C(=O)Nc2cc(OC)ccc2OC)c1,8.0%
COc1cc(/C=N/NC(=O)C(=O)N2CCCCCC2)ccc1O,0.0%
COc1nc(OC)nc(Oc2ccccc2)n1,6.0%
O=C(/C=C/c1ccco1)c1c(-c2ccccc2)c2cc(Cl)ccc2[nH]c1=O,24.0%
Cc1nn(CC(=O)NCCN2CCOCC2)c(C)c1[N+](=O)[O-],2.0%
CCN(CC)c1ccc(/C=N/n2c(-c3ccc(OC)cc3)n[nH]c2=S)cc1,7.0%
O=C(NCCN1CCOCC1)C(c1ccccc1)c1ccccc1,11.0%
Cc1cc(C=C2C(=O)N(C)C(=O)N(C)C2=O)c(C)n1C,0.0%
O=[N+]([O-])c1cccc2c1NC(c1ccc(F)cc1)C1CC=CC21 (stereo not drawn),28.0%
COc1ccc2c(c1)CCC1=C2NC(=S)NC1c1ccc(N(C)C)cc1 (stereo not drawn),12.0%
Cc1ccccc1OCc1nc(-c2ccc([N+](=O)[O-])cc2)no1,8.0%
CCOc1cc(C(=O)Nc2nc(-c3ccc([N+](=O)[O-])cc3)cs2)cc(OCC)c1OCC,6.0%
Cc1ccc(C(=O)Nc2ccccc2)cc1S(=O)(=O)Nc1ccc(Cl)cn1,0.0%
CCN(CC)C(=O)CSc1nc2ccccc2s1,0.0%
CC/C(=N\NS(C)(=O)=O)c1ccccc1,3.0%
COc1ccc(C(=O)Nc2cccc(NC(=O)c3ccccc3Cl)c2)cc1[N+](=O)[O-],11.0%
OCC(CO)CCCCCCC(CO)CO,6.0%
COc1ccc(Br)cc1/C=N/NC(=O)C(C)Sc1nc(C)cc(C)n1 (stereo not drawn),33.0%
CC1(C)Cc2ccccc2-c2nnnn21,0.0%
CCOC(=O)c1ccc(NC(=O)c2ccc(C)cc2Cl)cc1,0.0%
COc1cc(/C=C2\C(=O)NC(=O)N(c3ccccc3C)C2=O)cc(OC)c1OC,9.0%
O=C1C(=O)N(c2ccc(Br)cn2)C(c2ccc(F)cc2)/C1=C(/O)c1ccccc1 (stereo not drawn),0.0%

2 entries from above, with each value named:
CC/C(=N\NS(C)(=O)=O)c1ccccc1
  RNase H inhibition = 3.0%

COc1ccc(C(=O)Nc2cccc(NC(=O)c3ccccc3Cl)c2)cc1[N+](=O)[O-]
  RNase H inhibition = 11.0%

The list goes on.
Structure,RNase H inhibition
COc1ccc(Cl)cc1C(=O)Nc1nc2ccc(S(C)(=O)=O)cc2s1,0.0%
Cc1cccc(C(=O)Nc2cccc(-c3nc4cc(Cl)ccc4o3)c2)c1,1.0%
O=C1OC(c2ccccc2)=C/C1=C/c1ccc(-c2ccc([N+](=O)[O-])cc2Br)o1,11.0%
NN1C(=O)/C(=C/c2ccc(Cl)cc2)N=C1c1ccccc1,10.0%
CC1(C)CC(=O)C2=C(C1)OC(N)=C(C#N)C2c1cccc([N+](=O)[O-])c1 (stereo not drawn),0.0%
CCOC(=O)C1=C(C)N=c2s/c(=C\c3ccc(N4CCOCC4)o3)c(=O)n2C1c1ccc(SC)cc1 (stereo not drawn),19.0%
COc1ccc(/C=C/C(=O)Nc2cc(Cl)ccc2C)cc1OC,12.0%
Cc1cc(C)c(C(=O)Nc2ccc(Cl)c(Cl)c2)c(C)c1,6.0%
C=CCN1C(=O)/C(=C\c2cc3c(cc2[N+](=O)[O-])OCO3)SC1=S,25.0%
COc1ccc(NC(=O)C(=O)NCCN2CCN(S(=O)(=O)c3ccc4ccccc4c3)CC2)cc1,8.0%
O=C(Nc1ccc(F)c(Cl)c1)c1ccc2c(c1)OCO2,5.0%
COC(=O)C1=C(C)N=c2s/c(=C/c3ccc(OC(C)=O)cc3)c(=O)n2C1c1ccc(OC(C)=O)cc1 (stereo not drawn),4.0%
Oc1ccc(C=Nc2ccc(Cl)cc2Cl)c(O)c1,24.0%
Cc1ccc2nsnc2c1NC(=O)c1ccc(-c2cc(Cl)ccc2Cl)o1,23.0%
COc1ccc(C)cc1NC(=O)c1ccc([N+](=O)[O-])o1,13.0%
COc1ccccc1/C=C1\SC(=S)N(c2c(C)n(C)n(-c3ccccc3)c2=O)C1=O,5.0%
C(=N\Nc1nc(Nc2ccccc2)nc(N2CCCCC2)n1)/c1ccc2ccccc2c1,18.0%
O=C(NCc1ccccn1)c1cccs1,0.0%
O=C1CC(c2ccc(Cl)cc2)CC2=C1C(c1cc3c(cc1[N+](=O)[O-])OCO3)Nc1ccccc1N2 (stereo not drawn),19.0%
CCCC(=O)N1c2ccccc2C(Nc2ccccc2)CC1C (stereo not drawn),3.0%
CC(CNC(=O)COc1cccc2ccccc12)CN(C)C (stereo not drawn),13.0%
COc1cc(NC(=O)C2CCCC2)c(OC)cc1Cl,7.0%
Nc1c(C(=O)c2ccc(Cl)cc2)sc2nc3c(cc12)CCCC3,7.0%
CC1=C(C(=O)OCc2ccccc2)C(c2ccc(C(F)(F)F)cc2)CC(=O)N1 (stereo not drawn),4.0%

Molecules above that contain a cyano group, in the order listed:
Structure,RNase H inhibition
COc1cc([N+](=O)[O-])ccc1N/C=C(\C#N)c1nc(-c2ccccc2)cs1,1.0%
CC1(C)CC(=O)C2=C(C1)OC(N)=C(C#N)C2c1cccc([N+](=O)[O-])c1 (stereo not drawn),0.0%

(next part)
Structure,RNase H inhibition
Cc1ccc(S(=O)(=O)N(CC(N)=O)c2ccc(Cl)cc2)cc1,9.0%
Cc1ccccc1NC(=O)c1cc(-c2ccccc2)nc2c(Cl)cccc12,6.0%
COC(=O)c1ccccc1Nc1nc(-c2ccccc2)cc(-c2ccccc2)n1,15.0%
O=C1NC(=S)N(c2cccc(Br)c2)C(=O)/C1=C/c1ccc(-c2ccc(C(=O)O)cc2)o1,16.0%
COc1c(Br)cc(/C=C2\SC(=S)NC2=O)cc1Br,28.0%
CC(C)(C)c1cc(/C=N/NC(=O)C2COc3ccccc3O2)cc(C(C)(C)C)c1O (stereo not drawn),15.0%
CCN(CC)C(=O)c1sc(NC(=O)c2ccc([N+](=O)[O-])cc2)c(C(N)=O)c1C,0.0%
Cc1cccc(N2CCC(N=CN(C)C)=N2)c1,12.0%

The closing 3 entries of the section above open the next one.
Structure,RNase H inhibition
CC(C)(C)c1cc(/C=N/NC(=O)C2COc3ccccc3O2)cc(C(C)(C)C)c1O (stereo not drawn),15.0%
CCN(CC)C(=O)c1sc(NC(=O)c2ccc([N+](=O)[O-])cc2)c(C(N)=O)c1C,0.0%
Cc1cccc(N2CCC(N=CN(C)C)=N2)c1,12.0%
CC(C)COc1ccc(C(=O)Nc2nc(-c3ccccc3)cs2)cc1,16.0%
CCn1c(SCC(=O)OC)nc2sc3c(c2c1=O)CCCC3,5.0%
Fc1ccccc1OCCCCN1CCOCC1,4.0%
CCOC(=O)c1cc2cc([N+](=O)[O-])ccc2oc1=O,6.0%
CCc1c(C)sc(NC(=O)c2ccc3c(c2)OCO3)c1C#N,0.0%
Cc1c(C=C2C(=O)NC(=O)NC2=O)c2ccccc2n1Cc1ccccc1Cl,29.0%
CC(C)c1ccc(OCC(O)CN2CCCCC2)cc1 (stereo not drawn),5.0%
CSc1ccc(/C=N\NC(=O)COc2ccc(C)cc2)cc1,6.0%

Next part.
| SMILES | RNase H inhibition |
| --- | --- |
| Cc1ccc2nc(-c3cc(NC(=O)COc4cccc(C)c4C)ccc3Cl)oc2c1 | 10.0% |
| Cc1cccc(NC(=S)NC(=O)C(C)(C)C)c1C | 5.0% |
| N#CSCCCCOc1ccc(Cl)cc1 | 2.0% |
| Cc1cc(C)c(OCC(=O)Nc2c(C)cccc2C)c(C)c1 | 8.0% |
| COc1cc(OC)c(C2NC(=O)NC(C)=C2C(=O)Nc2ccccc2C)cc1OC (stereo not drawn) | 11.0% |
| COc1ccccc1CC1CC(=O)N(c2cccc(Cl)c2C)C1=O (stereo not drawn) | 8.0% |
| COC(=O)C[n+]1ccccc1CCC#N | 12.0% |
| Cc1cccc(NC(=O)C2COc3ccccc3O2)c1 (stereo not drawn) | 4.0% |
| Cc1ccc(-n2nc3ccc(NC(=O)/C=C\c4ccccc4)cc3n2)cc1C | 47.0% |
| O=C(N/N=C\c1cccc(Oc2ccc([N+](=O)[O-])cc2[N+](=O)[O-])c1)c1ccc(Br)cc1 | 6.0% |
| O=C(Nc1cccc(Cl)c1)c1cccc(N2C(=O)c3cccnc3C2=O)c1 | 5.0% |
| Cc1c(NC(=O)CSc2nc3ccccc3n2C)c(=O)n(-c2ccccc2)n1C | 9.0% |
| O=C(CSc1ccccc1)N/N=C/c1ccccc1O | 7.0% |
| O=C(O)c1ccc2c(c1)C(=O)N(c1ccc(NC(=O)c3ccc(Cl)cc3Cl)c(Cl)c1)C2=O | 16.0% |
| CCOC(=O)c1ccc2[nH]c(C)cc(=O)c2c1 | 5.0% |
| Cc1ccc(-n2[nH]c(=O)c(/C=c3/c(C)c(C#N)c4nc5ccccc5n4c3=O)c2O)cc1C | 4.0% |
| COc1cc(/C=C2/C(=O)NC(=O)N(c3ccccc3C)C2=O)ccc1OCCOc1ccccc1 | 7.0% |
| COc1ccccc1N1C(=O)NC(=O)/C(=C\c2cnc(-c3ccccc3)nc2)C1=O | 2.0% |
| COc1cc(C2NC(=O)NC(C)=C2C(=O)OCC2CCCO2)ccc1OCc1ccccc1 (stereo not drawn) | 3.0% |
| CCc1nnc(NS(=O)(=O)c2ccc(N/C=C\C(=O)c3ccc4ccccc4c3)cc2)s1 | 7.0% |
| C=CCn1c(=O)c(C(=O)NC)c(O)c2ccccc21 | 3.0% |
| COc1ccc(N(CC(=O)N2CCCCCC2)S(=O)(=O)c2ccccc2[N+](=O)[O-])c(OC)c1 | 6.0% |
| O=C1S/C(=C/c2ccc(Cl)cc2Cl)C(=O)N1CN1CCCCC1 | 8.0% |
| CCCN(CCC)CCCNC(=O)C(=O)NCc1ccco1 | 0.0% |
| C=CCn1c(CSc2nc3sc4c(c3c(=O)[nH]2)CCCC4)n[nH]c1=S | 16.0% |
| O=C(COc1ccc(Cl)cc1Cl)Nc1ccccc1C(F)(F)F | 6.0% |
| O=C(c1cccc(N2C(=O)c3ccccc3C2=O)c1)N1CCCCC1 | 12.0% |
| C=CCN1C(=O)/C(=C\c2ccc(OCc3ccc(F)cc3)c(OCC)c2)C(=O)NC1=S | 0.0% |
| COc1ccc(NC(=O)COc2cccc3ccccc23)c([N+](=O)[O-])c1 | 13.0% |
| C#CCOc1c(Br)cc(C=C2C(=O)N(C)C(=S)N(C)C2=O)cc1OC | 19.0% |
| Cc1ccnc(NS(=O)(=O)c2ccc(NC(=O)c3cccs3)cc2)n1 | 0.0% |
| Clc1cccc(N=Cc2ccncc2)c1 | 2.0% |
| CCOc1cccc(C(=O)Nc2cccc(OC)c2)c1 | 5.0% |
| CCCCOc1ccc(C(=O)N/N=C/c2ccccc2Br)cc1 | 1.0% |
| CCOc1ccc(-c2nc3cc(N)ccc3o2)cc1 | 14.0% |
| CC1=Nc2ccccc2/C1=C\c1sc(=S)n(-c2ccccc2)c1O | 9.0% |
| Cc1ccc(NC(=O)c2ccc(CN3CCc4ccccc4C3)cc2)cc1Cl | 18.0% |
| CCc1ccc(/C=C2\C(=O)NN(c3ccc(Cl)c(Cl)c3)C2=O)cc1 | 9.0% |
| CCOC(=O)c1cc(C(C)(C)C)oc1CNC(=O)c1c(C)oc2c1CCCC2 | 3.0% |
| O=C(NC(=S)Nc1ccc2oc(-c3cc(Cl)ccc3Cl)nc2c1)c1cccc(F)c1 | 18.0% |
| CCOC(=O)c1ccc(N/C=C(\C#N)c2nc(-c3cc4cc([N+](=O)[O-])ccc4oc3=O)cs2)cc1 | 1.0% |
| COc1ccccc1/C=C1\C(=O)NC(=O)N(c2ccc(Br)cc2)C1=O | 9.0% |
| COc1cc(OC)cc(C(=O)Nc2ccc(OC)c(OC)c2)c1 | 0.0% |
| O=[N+]([O-])c1ccc(CNC2CCCCCC2)cc1 | 12.0% |
| O=C1NN(c2ccc(I)cc2)C(=O)/C1=C\c1ccc(-c2ccc3c(c2)C(=O)NC3=O)o1 | 4.0% |
| Cc1cc(C(C)(C)C)cc(C)c1NC(=O)C(F)(F)F | 4.0% |
| Cc1ccc(N(CC(=O)Nc2ccc(Cl)c(C(F)(F)F)c2)S(=O)(=O)c2ccccc2)cc1 | 5.0% |
| CC(=O)Oc1cccc2ccc(/C=C/c3ccc(C(=O)O)cc3)nc12 | 6.0% |
| CCCCOC(=O)c1ccc2c(c1)C1C=CCC1C(c1ccc([N+](=O)[O-])cc1)N2 (stereo not drawn) | 9.0% |
| COC(=O)c1cc(NC(=O)CCc2ccccc2)cc(C(=O)OC)c1 | 20.0% |
| C/C(=N\NC(=O)c1cc(C23CC4CC(CC(C4)C2)C3)[nH]n1)c1ccc(N)cc1 | 12.0% |
| Cc1ccc(S(=O)(=O)NC(=O)Nc2cc(C)ccc2F)cc1 | 10.0% |
| COc1cc(/C=N/NC(=O)CNC(=O)c2ccc3c(c2)OCCO3)ccc1O | 14.0% |
